Screens: PubChem BioAssay, National Center for Advancing Translational Sciences (NCATS)
Vif-APOBEC3F blk: blocks the Vif interaction with APOBEC3F; HeLa A3F-eYFP + Vif (tagged APOBEC3F with the HIV-1 protein that degrades it), YFP fluorescence increase; Potency, µM (highest dose often 46.1 µM), for the others: top-dose activity, negative = active; 390,000 tested, 0.2% active; note: % of control where 0% means no effect; nearly all actives have a fitted effect of over 65% in size
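HeLa cells stably expressing A3F-eYFP plus Vif, plated and incubated overnight at 37 deg C, then exposed to compounds overnight at 37 deg C. Blocked degradation read as raised yellow fluorescence (Ex 488/Em 500-530).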
RGS4 inhibitor: human RGS4 inhibition; Transcreener GDP fluorescence polarization, RGS4-accelerated GTP hydrolysis; 390,000 tested, 0.039% active; Potency, µM (top dose mostly 114 µM), for inactives: at the top dose activity change, negative = inhibition, hits mostly inhibitors; AID 504845; P49798; note: % is set by controls: 0 for no effect and ±100 for the full control effect; nearly all actives have a fitted effect of over 75% in size; some results filed as inactive show a strong effect at the top dose
Target sequence (P49798 whole entry, looked up): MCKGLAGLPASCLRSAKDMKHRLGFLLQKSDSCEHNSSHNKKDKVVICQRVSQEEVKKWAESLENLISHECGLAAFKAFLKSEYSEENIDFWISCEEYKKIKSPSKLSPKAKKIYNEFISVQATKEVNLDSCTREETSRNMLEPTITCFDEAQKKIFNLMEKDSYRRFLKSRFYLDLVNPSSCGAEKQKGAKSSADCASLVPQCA
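MLSMR compounds (23 nl, pin-transferred) preincubated 10 min at room temperature with a 500nM (2x) first reagent, then RGS4 at 900nM (2x) plus Transcreener GDP mix added; fluorescence polarization (620/688 nm) read before and after 90 min at 30 °C.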
Vif-A3G inh: blocks the Vif interaction with human APOBEC3G; Q9HC16; HeLa A3G-eYFP + Vif (tagged APOBEC3G with the HIV-1 protein that degrades it), YFP fluorescence, overnight; Potency, µM (titrated, usually from 46.1 µM), without a hit: at the top dose activity, negative = active, most hits filed as inhibitors; 410,000 tested, 0.076% active; AID 602310;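 note: % is set by controls: 0 for no effect and ±100 for the full control effect; nearly all actives have a fitted effect of over 60% in size; hits raise eYFP signal because A3G escapes Vif-driven loss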
Target sequence (Q9HC16 whole entry, looked up): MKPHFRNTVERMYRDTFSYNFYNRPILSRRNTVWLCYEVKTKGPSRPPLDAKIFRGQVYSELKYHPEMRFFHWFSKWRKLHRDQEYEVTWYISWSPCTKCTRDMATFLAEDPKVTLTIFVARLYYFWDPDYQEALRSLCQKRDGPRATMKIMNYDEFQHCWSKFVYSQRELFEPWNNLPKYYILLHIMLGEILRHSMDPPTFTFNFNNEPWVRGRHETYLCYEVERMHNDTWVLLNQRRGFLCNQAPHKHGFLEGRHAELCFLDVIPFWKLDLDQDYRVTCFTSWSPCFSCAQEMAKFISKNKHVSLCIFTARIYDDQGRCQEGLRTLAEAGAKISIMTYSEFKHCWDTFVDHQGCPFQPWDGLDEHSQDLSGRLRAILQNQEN
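HeLa cells stably expressing Vif and C-terminally eYFP-tagged A3G, seeded overnight at 37 deg C, then exposed to compound by pintool overnight at 37 deg C. Rise in yellow fluorescence (Ex 488/Em 500-530, Acumen) marks blocked Vif-driven A3G degradation.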
ALOX12 inh: ALOX12 (human) lipoxygenase inhibition; AID 1671190; purified 12hLO, xylenol orange hydroperoxide absorbance; P18054; Potency, µM (top dose mostly 108 µM), without a hit: at the top dose activity change, negative = inhibition, most hits filed as inhibitors; 580,000 tested, 1.1% active; note: % is set by controls: 0 for no effect and ±100 for the full control effect
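Hydroperoxide product was detected by ferrous iron/xylenol orange as the 573 to 405 nm absorbance ratio. Arachidonic acid at 40 uM (final) was turned over for 30 min at room temperature by 150 nM human 12hLO, pH 7.0 Hepes buffer, after 15 min compound preincubation.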
rTrxR1 inhibitor: blocks rat thioredoxin reductase 1; O89049; recombinant rTrxR1, NADPH fluorescence consumption, selenite substrate; Potency, µM (highest dose often 114 µM), inactives show top-dose activity change, negative = inhibition, actives largely listed as inhibitors; 390,000 tested, 1% active; AID 588453; note: % is set by controls: 0 for no effect and ±100 for the full control effect; nearly all actives have a fitted effect of over 65% in size
Target sequence (O89049 whole entry, looked up): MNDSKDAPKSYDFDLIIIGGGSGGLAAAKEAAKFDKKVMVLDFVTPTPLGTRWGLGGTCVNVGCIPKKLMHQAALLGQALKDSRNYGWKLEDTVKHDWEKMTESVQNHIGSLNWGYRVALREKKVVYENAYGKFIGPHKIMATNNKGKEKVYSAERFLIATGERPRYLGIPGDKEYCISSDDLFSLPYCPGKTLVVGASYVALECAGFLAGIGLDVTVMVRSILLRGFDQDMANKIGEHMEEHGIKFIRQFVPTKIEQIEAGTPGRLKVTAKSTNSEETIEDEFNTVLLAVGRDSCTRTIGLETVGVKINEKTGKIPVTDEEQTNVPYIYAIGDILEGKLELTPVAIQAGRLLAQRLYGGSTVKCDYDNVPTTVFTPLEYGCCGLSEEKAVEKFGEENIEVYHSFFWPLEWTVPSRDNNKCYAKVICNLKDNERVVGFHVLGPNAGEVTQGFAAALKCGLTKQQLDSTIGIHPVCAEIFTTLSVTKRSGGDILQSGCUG
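Rat TrxR1 (90 nM in the dispensed reagent) was pre-reduced with 400 uM NADPH for 5 min at room temperature, then incubated with compound for 15 min. After 400 uM selenite was added, NADPH fluorescence (Ex 340/Em 450 nm) was followed for 8 min.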
RXFP1 agonist: agonists of human relaxin receptor RXFP1; 370,000 tested, 0.3% active; HEK293T-RXFP1 cAMP TR-FRET, 30 min; response scale: percent of porcine relaxin response, buffer zero; AID 2676; Potency, µM (highest dose often 57.5 µM), without a hit: top-dose activation, hits mostly activators; Q9HBX9; note: % is set by controls: 0 for no effect and ±100 for the full control effect; nearly all actives have a fitted effect of over 60% in size; many of its hits are not listed in these tables
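HEK293 cells stably expressing RXFP1, treated 30 min at 37C with compounds plus PDE4 inhibitor Ro 20174; cAMP measured by HTRF TR-FRET. Normalized to buffer and 29 nM porcine relaxin; EC50 by Hill fit.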
mIDH1 inhibitor: inhibitors of human mutant IDH1 R132H; 390,000 tested, 0.093% active; O75874; Potency, µM (top dose mostly 76.6 µM), inactives show at the highest dose activity change, negative = inhibition, usual class: inhibitors; IDH1-R132H enzyme, NADPH consumption, diaphorase/resazurin fluorescence; note: % is set by controls: 0 for no effect and ±100 for the full control effect; nearly all actives have a fitted effect of over 65% in size
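IDH1-R132H (0.5 ug/mL) preincubated 30 min with compound, then NADPH (0.016 mM) and alpha-KG (2 mM) added; 80 min at RT, pH 7.5. Remaining NADPH coupled via diaphorase/resazurin to fluorescence (540/590 nm); concentration-response curves normalized to no-enzyme control.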
USP1-UAF1 inh: inhibitors of human USP1/UAF1 deubiquitinase; 390,000 tested, 0.23% active; AID 743255; O94782; recombinant USP1/UAF1, Ub-Rhodamine cleavage fluorescence; Potency, µM (titrated, usually from 57.1 µM), inactives show top-dose activity change, negative = inhibition, usual class: inhibitors; note: % is set by controls: 0 for no effect and ±100 for the full control effect; nearly all actives have a fitted effect of over 60% in size; inactives centre near -12
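1 nM enzyme complex + cpd, 15 min RT; start with Ub-Rho 150nM final; kinetic fluorescence ex 480/em 540, 6 reads q60 s. Buffer 50mM HEPES pH 7.8, 0.5mM EDTA, 0.1 mg/ml BSA, 1mM TCEP, 0.01% Tween-20.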
TrxR1 substrate: rat thioredoxin reductase 1 substrate activity; 390,000 tested, 0.01% active; purified TrxR1 substrate turnover, NADPH consumption readout; O89049; AID 588456; Potency, µM (series often up to 114 µM), for the others: top-dose activity change, negative = substrate turnover; note: % is set by controls: 0 for no effect and ±100 for the full control effect; nearly all actives have a fitted effect of over 50% in size
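Rat TrxR1, dispensed at 90 nM, was prereduced with 400 uM NADPH (final) for 5 min at ~22 deg C, then incubated with compound 15 min before 400 uM selenite. A first-read NADPH fluorescence drop versus no-compound background flagged substrates.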
Active calls of the source: *; ? = inconclusive; nt = not tested or not shown; [ ] = remark or other dose. Calls come from the whole dose curve; as a rule, active = well fitted curve in the direction sought with a large enough effect; inconclusive = small, poorly fitted or top-dose-only effect, or another doubt; inactive = no such curve, though single readings can be large; an effect the other way counts as inactive or inconclusive. Potency is the fitted concentration of half-maximal effect. The list is partial; the hit share may differ from the screen's.

SMILES	Vif-APOBEC3F blk	RGS4 inhibitor	Vif-A3G inh	ALOX12 inh	rTrxR1 inhibitor	RXFP1 agonist	mIDH1 inhibitor	USP1-UAF1 inh	TrxR1 substrate
NS(=O)(=O)c1ccc(NC(=O)c2ccc(COc3ccccc3)o2)cc1	-2.5%	10.5%	-0.8%	-2.2%	15.3%[57.1 µM]	-1.2%	0.9%	-18.8%	5.9%[57.1 µM]
Cc1cccc(OCC(=O)Nc2cc(S(=O)(=O)N3CCCCC3)ccc2N2CCN(C)CC2)c1	2.3%	-6.9%	1.5%	-0.3%	23.0%	5.3%	-6.9%	-25.6%	0.1%
OCC1(Cc2ccccc2)CCN(C2CCN(c3ccccc3F)CC2)CC1	3.7%	-20.3%	2.6%	-21.7%	21.9%[57.1 µM]	-2.0%	4.3%	-13.7%	-7.8%[57.1 µM]
CC(/C=C/c1ccc(O)cc1)=N/O	0.0%	3.2%	1.0%	0.0%	-1.7%[57.1 µM]	-1.6%	5.8%	9.4%	2.5%[57.1 µM]
Cc1cc(C)n(-c2ccc(C(=O)OC(C)C)cc2)n1	-1.9%	33.4%	-0.8%	-9.5%	23.1%	3.3%	8.3%	3.7%	7.7%
Cc1cc(C)nc(-n2nc(C)c3c(C(F)(F)F)cc(=O)[nH]c32)n1	4.4%	2.8%	4.6%	-14.0%	-1.0%	-1.0%	-7.8%	-19.3%	8.1%
CCCCN(C(=O)C1COc2ccccc2O1)c1c(N)n(CCC)c(=O)[nH]c1=O (stereo not drawn)	-7.1%	33.0%	-14.3%	3.0%	-1.0%	nt	-16.5%	-7.2%	-4.6%
Cc1cc(C)n2nc(C(=O)N3CCCC(Nc4ccc(C(C)C)cc4)C3)cc2n1 (stereo not drawn)	6.8%	14.9%	1.6%	-20.1%	-18.6%	0.4%	-6.5%	-17.5%	7.2%
COc1cc(/C=C2/C(=O)ON=C2C)ccc1OCc1cccc(F)c1	1.2%	?	-10.4%	0.0%	-48.1%	0.8%	-14.5%	?	-6.3%
O=C(c1cc2ccccc2o1)N1CCN(Cc2nc3ccccc3s2)CC1	-4.4%	nt	-4.5%	17.8µM*	nt	nt	-7.5%	3.8%	nt
COc1ccc(S(=O)(=O)Cc2ccc(C(=O)NC3CC3)o2)cc1	0.4%	8.6%	-3.2%	184.1%[activator]	11.9%	1.6%	0.9%	-17.9%	5.9%
CCN1CCN(c2ccc(NC(=O)c3cccnc3)cc2Cl)CC1	-3.5%	14.4%[56.9 µM]	1.8%	47.1%[activator]	-7.8%	-1.6%	1.4%	-5.6%	-10.8%
Cc1cc(/C=C2\SC(N)=NC2=O)c(C)n1-c1ccccc1	-12.1%	-24.3%	-0.1%	11.3%	-17.5%	2.2%	1.7%	-10.3%	-4.7%
Cc1ccc(C(C(=O)NC2CCCCC2)N(C(=O)c2csnn2)c2ccccc2F)o1 (stereo not drawn)	-0.8%	8.9%	-3.4%	-15.1%	0.8%[57.1 µM]	-1.5%	-23.7%	-20.9%	3.2%[57.1 µM]
COc1ccc(CC(=O)Nc2ccc(C(=O)Nc3ccccc3C(=O)O)cc2)cc1OC	-4.3%	-13.1%	-1.8%	-15.8%	14.4%[57.1 µM]	1.0%	4.0%	-12.2%	-4.3%[57.1 µM]
CCC(C(=O)OC)n1nnc2sc(-c3ccccc3)cc2c1=O (stereo not drawn)	nt	-13.6%	nt	-21.1%	-1.9%	-0.7%	nt	-1.6%	29.8%
CCOc1ccc(-c2nnc(SCC(=O)NCc3ccc(C)cc3)nc2-c2ccc(OCC)cc2)cc1	7.5%	-14.1%	3.3%	-0.6%	18.2%[57.1 µM]	8.8%	7.3%	?	-0.1%[57.1 µM]
O=C(Nc1cccc2ccccc12)c1ccc([N+](=O)[O-])o1	12.3%	18.7%	-17.3%	-5.5%	39.1%[2.29 µM]	-0.7%	1.0%	-4.2%	-1.6%
CC(C)CC(NC(=O)C1CCC(C)CC1)C(=O)N1CCN(c2ccccn2)CC1 (stereo not drawn)	1.0%	5.4%	1.9%	174.6%[activator]	22.6%	1.6%	-3.7%	-5.3%	10.8%
COc1ccc(NC(=O)CNC(=O)N2CC(=O)Nc3ccccc32)cc1OC	2.5%	?	-0.1%	9.8%	4.4%	1.2%	3.2%	-28.6%	1.7%
COc1cc(CNCCc2ccccc2)cc(Br)c1OCC(=O)Nc1ccccc1C	5.4%	9.8%[56.9 µM]	-21.7%	?	19.1%	3.3%	9.5%	-22.9%	1.5%
O=c1c(C(c2ccccc2)c2c(O)sc3ccccc3c2=O)c(O)sc2ccccc12	-1.0%	0.4%	-3.1%	?	-7.9%	16.1%	4.7%	-9.1%	2.5%
Cc1c(C(=O)Nc2ccccc2Cl)oc2ccc(S(=O)(=O)N3CCCCC3)cc12	-26.7%	6.2%	-2.0%	-24.0%	11.9%[57.1 µM]	1.2%	-4.1%	-22.5%	-3.4%[57.1 µM]
CCC(C)[C@H](NC(=O)C1CCN(C(=O)[C@H](Cc2ccccc2)NC(=O)OC(C)(C)C)CC1)C(=O)O (stereo partly drawn)	0.4%	-7.3%	-4.3%	3.6%	11.3%	-3.1%	14.8%	-14.6%	4.7%

Results in RGS4 inhibitor, USP1-UAF1 inh and mIDH1 inhibitor, for two of the compounds above:
Structure | RGS4 inhibitor | USP1-UAF1 inh | mIDH1 inhibitor
COc1cc(CNCCc2ccccc2)cc(Br)c1OCC(=O)Nc1ccccc1C | 9.8%[56.9 µM] | -22.9% | 9.5%
O=c1c(C(c2ccccc2)c2c(O)sc3ccccc3c2=O)c(O)sc2ccccc12 | 0.4% | -9.1% | 4.7%

Remaining list, next part.
SMILES	Vif-APOBEC3F blk	RGS4 inhibitor	Vif-A3G inh	ALOX12 inh	rTrxR1 inhibitor	RXFP1 agonist	mIDH1 inhibitor	USP1-UAF1 inh	TrxR1 substrate
CC1CCC(NC(=O)C2CCC(CNS(=O)(=O)c3cccc4nsnc34)CC2)CC1 (stereo not drawn)	1.6%	-5.6%	-0.6%	4.7%[57.4 µM]	2.2%	0.4%	-16.4%	1.0%	-8.2%
CCOC(=O)c1ccc(NC(=O)NCCc2cnc[nH]2)cc1	8.1%	-19.3%	-5.5%	11.3%	20.4%	-0.7%	-1.3%	-20.5%	2.8%
O=C(Cn1c(-c2cccs2)cc2cc(Cl)ccc21)N1CCN(c2ccccc2)CC1	1.7%	6.1%	-0.2%	-29.4%	39.8%[activator]	5.6%	13.9%	-12.6%	47.8%[activator]
CCCCNC(=O)CNC(=S)N(Cc1ccccc1F)C1CCCCC1	?	-2.0%	-4.0%	-16.4%	22.6%[57.1 µM]	-0.9%	-0.1%	-13.8%	5.0%[57.1 µM]
CCc1cc(CNC(=O)C2CCC(=O)N(Cc3cccc(F)c3)C2)on1 (stereo not drawn)	6.0%	-12.4%	-1.4%	27.1%	24.8%	0.1%	-6.7%	-26.0%	4.1%
O=C(Oc1cccc(NC(=O)c2ccco2)c1)c1ccc(Br)c(S(=O)(=O)N2CCCCC2)c1	-3.4%	-20.6%[56.9 µM]	-9.4%	45.1%[activator]	11.8%	0.1%	-6.4%	-10.7%	8.2%
Cc1ccc2[nH]c(=O)c(CN(CCO)Cc3nnnn3Cc3ccccc3)cc2c1	nt	8.8%	-3.6%	nt	2.6%	nt	nt	nt	-0.7%
CCOC(=O)C1CCCN(c2c(C(=O)c3ccc(OCC)cc3)cnc3ccccc23)C1 (stereo not drawn)	-0.4%	1.8%	7.5%	?	-14.6%	3.7%	-2.7%	-9.5%	-10.8%
Cc1ccc(NC(=O)CN(C)CC(=O)Nc2ccc(N3CCOCC3)cc2)c([N+](=O)[O-])c1	-1.7%	14.3%	-7.8%	3.7%	-0.7%[57.1 µM]	1.2%	20.5%	-11.4%	5.1%[57.1 µM]
O=C(c1cccs1)N1CCN=C1SCc1ccc(F)cc1	0.1%	-8.1%[11.4 µM]	-0.1%	-7.3%	-2.1%	0.2%	-13.8%	?	-1.3%
CCCc1c(O)nc(SCC(=O)O)[nH]c1=O	-4.6%	-81.6%[56.9 µM]	7.2%	0.0%	18.3%	-2.2%	-3.4%	-19.6%	1.2%
CCNC(=S)NS(=O)(=O)c1ccccc1	0.1%	-9.6%	0.0%	?	-3.7%	-1.4%	7.9%	-23.6%	11.5%
CCCOc1cc(C)c(S(=O)(=O)NCc2cccs2)cc1C	-9.7%	-4.3%	0.3%	0.0%	-16.1%	nt	4.6%	?	-10.8%
COC(=O)c1c(C(=O)OC)c(-c2ccc(C)cc2)n2c1CS(=O)C2 (stereo not drawn)	-5.9%	-9.4%	1.2%	34.8%[activator]	3.4%	-0.3%	2.6%	-15.1%	2.9%
CCCNCCC(c1ccco1)c1ccccc1OC (stereo not drawn)	0.0%	-1.3%	1.9%	-1.2%	-7.0%	0.1%	-1.0%	-10.4%	-0.7%
COc1ccc(CNC(=O)C2CCN(S(=O)(=O)c3ccc(-c4nn[nH]n4)cc3)CC2)cc1	-22.3%	4.9%	1.2%	?	23.4%	0.6%	-0.9%	-8.1%	3.6%
Cc1ccccc1OCC(=O)Nc1ccc(-c2nc3ncccc3o2)cc1	-0.2%	-10.2%	3.9%	0.0%	31.7%	?	0.0%	-21.8%	46.0%[activator]
